Screens as filed in PubChem.
PERK inhibitor = blocks human PERK kinase; hit rate 0.17% among 220,000; AID 1416; inhibition, % at 5.6 µM; Q9NZJ5; CHO PERK-DD fusion, SEAP luminescence translation reporter;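 active = inhibition above the mean inhibition of all tested compounds plus 3 SD, set separately per screening campaign, cut at about 2.9% in these data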;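 note: PERK kinase domain activated by AP20187 dimerizer at 100 nM; 0% = DMSO with dimerizer and 100% = rapamycin at 8.4 µM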
Target sequence (Q9NZJ5 whole entry, looked up, the tested form may be a part): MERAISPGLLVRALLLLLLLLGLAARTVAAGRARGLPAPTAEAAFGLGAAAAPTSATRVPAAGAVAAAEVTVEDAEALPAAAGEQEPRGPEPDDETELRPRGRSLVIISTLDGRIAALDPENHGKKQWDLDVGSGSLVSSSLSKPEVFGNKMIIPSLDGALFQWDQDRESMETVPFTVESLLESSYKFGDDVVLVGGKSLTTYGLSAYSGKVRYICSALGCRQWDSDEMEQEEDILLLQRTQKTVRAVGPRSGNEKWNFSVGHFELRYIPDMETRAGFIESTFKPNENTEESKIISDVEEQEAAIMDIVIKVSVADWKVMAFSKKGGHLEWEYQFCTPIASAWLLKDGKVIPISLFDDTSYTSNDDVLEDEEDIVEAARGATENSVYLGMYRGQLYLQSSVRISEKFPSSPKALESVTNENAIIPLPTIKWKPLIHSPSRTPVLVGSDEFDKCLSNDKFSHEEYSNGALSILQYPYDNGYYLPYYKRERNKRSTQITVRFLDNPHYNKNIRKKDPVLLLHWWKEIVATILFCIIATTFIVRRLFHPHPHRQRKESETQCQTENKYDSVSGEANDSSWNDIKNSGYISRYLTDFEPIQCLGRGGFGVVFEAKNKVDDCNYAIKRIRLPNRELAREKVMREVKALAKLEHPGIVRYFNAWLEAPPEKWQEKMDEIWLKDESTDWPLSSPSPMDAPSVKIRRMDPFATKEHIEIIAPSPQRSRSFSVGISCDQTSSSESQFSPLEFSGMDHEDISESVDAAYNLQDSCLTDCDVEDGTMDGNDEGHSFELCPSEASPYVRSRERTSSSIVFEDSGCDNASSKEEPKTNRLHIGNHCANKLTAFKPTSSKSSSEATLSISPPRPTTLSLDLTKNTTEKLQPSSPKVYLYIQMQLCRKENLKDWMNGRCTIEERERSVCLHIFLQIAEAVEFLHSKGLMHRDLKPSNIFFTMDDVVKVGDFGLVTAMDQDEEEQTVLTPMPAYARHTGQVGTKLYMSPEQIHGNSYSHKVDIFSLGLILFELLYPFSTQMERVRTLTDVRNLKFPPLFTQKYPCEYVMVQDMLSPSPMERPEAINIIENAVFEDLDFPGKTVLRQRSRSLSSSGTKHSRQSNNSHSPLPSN
m-calpain inh = inhibitors of pig calpain II; purified calpain II, fluorogenic peptide substrate, 30 min; hit rate 0.37% among 220,000; inhibition, % at 16 µM; AID 1236;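 active = inhibition above about 50%, limit read from the data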
S1P4 agonist = agonists of human S1P4 receptor | AID 1509 | hit rate 0.35% among 220,000 | O95977 | activation, % at 4.98 µM | S1P4-expressing cell line, agonist reporter assay; in the data active = activation above about 11%;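 note: 0% = DMSO vehicle and 100% = reference agonist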
S1P4 antagonist = antagonists of human S1P4 receptor. O95977. S1P4-expressing cells, antagonist mode, reporter read-out. inhibition, % at 4.98 µM. hit rate 0.26% among 220,000. AID 1510; in the data active = inhibition above about 29%;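 note: 0% = wells stimulated with agonist and 100% = vehicle wells without agonist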
TRPML3 ag = human mucolipin-3 channel agonism; AID 1448; HEK293 TRPML3-YFP, Fluo-8 calcium fluorescence; 100% = the carbachol control signal; activation, % at 3 µM; hit rate 0.29% among 220,000; Q8TDD5;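 active = activation above its plate's cutoff, the mean activation of the plate's test wells plus 3 SD, cut at about 12% in these data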;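 note: 0% = DMSO only wells and 100% = carbachol wells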
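Test system – HEK293 line with stable expression of human TRPML3-YFP channel · Control set – carbachol 87 µM final as high control (100%), DMSO as low control (0%) · Signal – Fluo-8 calcium dye fluorescence, ex 470-495, em 515-575 nm · Incubation – 1-h 37 °C dye load, 5-s basal, 120-s post-compound reads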
EP2 mod = EP2 receptor (human) modulation; P43116; EP2-expressing cells, cAMP HTRF FRET, PGE2 co-stimulation; induction, % at 25 µM; hit rate 0.83% among 260,000;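 active = compounds whose cAMP rise, as percent of the full-agonist control response, exceeds 60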;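 note: rat C6 glioma line stably carrying human EP2 under a CMV promoter; the protocol text gives 20 µM as final concentration; 100% = response of wells given 1 µM PGE2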
BaF3 parental = parental Ba/F3 viability inhibition as JAK2V617F counter-screen; CellTiter-Glo ATP luminescence; inhibition, % at 5.6 µM; hit rate 1.1% among 220,000; AID 1486;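 active = inhibition above a per-campaign cutoff, the mean inhibition of all tested compounds plus 3 SD, cut at about 27% in these data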;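 note: 0% = DMSO wells and 100% = JAK Inhibitor I control wells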
Ba/F3 V617F tox = loss of viability in JAK2V617F-driven Ba/F3 cells; Ba/F3 EpoR-JAK2V617F viability, ATP luminescence; AID 1446; inhibition, % at 5.6 µM; hit rate 1.1% among 220,000;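 active = inhibition above the campaign mean plus 3 SD over all tested compounds, cut at about 24% in these data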;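 note: cytokine-independent growth of Ba/F3 cells driven by EpoR plus mutant JAK2; 0% = DMSO-treated cells and 100% = JAK inhibitor I control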
TRPN1 ag = zebrafish TRPN1 (NompC) channel agonism | HEK293 zebrafish TRPN1-YFP, Fluo-8 calcium fluorescence; 100% = response to 87 µM carbachol | AID 1424 | activation, % at 3 µM | hit rate 0.18% among 220,000;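 active = activation above its plate's cutoff, the mean activation of test wells on that plate plus 3 SD, cut at about 19% in these data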;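 note: 0% = DMSO alone and 100% = 87 µM carbachol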
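Material: zebrafish TRPN1-YFP in HEK293 cells. Doses: one dose of 3 µM, 0.3% DMSO. Incubation: dye 1 h 37 °C plus 30 min RT. Measured by: intracellular calcium fluorescence with Fluo-8.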
* hit, by the source's call; · = no result given; & = joins results of further samples.

SMILES	TRPN1 ag	TRPML3 ag	S1P4 antagonist	PERK inhibitor	m-calpain inh	BaF3 parental	Ba/F3 V617F tox	EP2 mod	S1P4 agonist
Cc1cccc(C)c1OCC(=O)N(Cc1ccc(N(C)C)cc1)C1CCS(=O)(=O)C1 (centres undefined)	-0.5	0.0	-14	-1.6	-9	2	-3	9	1.6
Cc1nn(-c2cc(N3CCOCC3)ccc2[N+](=O)[O-])c(=O)c2ccccc12	0.2	0.5	2	-1.3	-9	6	-2	1	-4.4
Cc1cc(NC(=O)C2CC(c3ccc(F)cc3)=NO2)no1 (centres undefined)	-0.3	-0.4	-12	0.3	-20	15	2	-3	-2.4
COc1ccc(C(=O)NCc2cccnc2)cc1Br	0.2	1.0	9	0.4	-6	5	-4	14	-1.1
Cn1c(NC(=O)C[n+]2cc(-c3ccc(F)cc3)n3c2CCC3)cc(=O)n(C)c1=O	-0.1	0.1	-4	0.5	12	14	3	11	1.3
O=C(c1nc2ccccn2c1CNCCCn1cccn1)N1CCCC1	0.5	0.8	2	0.8	-32	7	2	-4	1.1
O=c1cc(NCC2CCCO2)[nH]c(=O)n1-c1ccc(Cl)cc1 (centres undefined)	1.6	0.9	-7	0.9	27	1	-4	-6	0.0
CC(=O)c1ccc(N2CCN(Cc3nc(Cc4ccccc4)no3)CC2)cc1	3.7	1.9	3	0.5	9	1	2	-51	-0.9
O=C(Cn1[nH]c(=O)c2ccccc2c1=O)Nc1cccnc1	0.8	1.0	3	0.0	-31	3	0	5	-1.1
CCOC(=O)Cn1c(=O)oc2cc(S(=O)(=O)N(CCN(C)C)Cc3ccccc3)ccc21	0.6	-1.1	-9	-0.9	-8	1	-5	13	1.1
CC(C)C(=O)Nc1nc2cc3c(cc2s1)OCCO3	1.0	0.6	-9	0.7	-6	-1	-5	16	2.4
CCOC(=O)C1CCCN(Cc2nc(N)nc(Nc3ccc(OC)cc3)n2)C1 (centres undefined)	3.1	1.3	-36	-0.7	-26	4	1	-4	2.9
CN(Cc1ccccc1Cl)C(=O)c1cnccc1C(F)(F)F	-0.7	0.3	8	0.0	22	0	0	-15	2.4
CN1CCN(CC(=O)N2c3ccccc3C(C)(c3ccccc3)CC2(C)C)CC1 (centres undefined)	0.7	0.9	-4	-1.2	-43	3	30*	19	0.6
CS(=O)(=O)N1CCc2cc(-c3csc(NC(=O)Cc4cccs4)n3)ccc21	9.0	4.6	-6	-0.1	-121	3	-4	0&-86	0.4
CCOc1cc(/C=N/NC(=S)Nc2ccccc2C(F)(F)F)ccc1OCC(=O)N1CCOCC1	0.9	1.2	-12	-1.3	-21	3	-3	-18	-0.2
O=C1c2oc3ccccc3c(=O)c2C(c2ccccn2)N1Cc1ccccc1 (centres undefined)	1.2	0.1	-19	0.0	0	0	0	8	1.0
COc1ccc(CCN2CC(C(=O)Nc3ccc4c(c3)OCO4)CC2=O)cc1OC (centres undefined)	1.4	0.1	-11	0.4	-55	7	-1	12	0.8
CCOc1cc(C#N)c(NC(=O)c2cccnc2Cl)cc1OCC	0.7	0.6	-2	-0.6	27	-1	0	2	1.1
Nc1nc(NCc2ccco2)nc(NC2CCCCC2)c1[N+](=O)[O-]	-1.9	-0.1	-11	0.1	-12	-3	-2	34	0.6
Fc1cccc(NC(=S)N2CCCC2)c1	-1.1	0.3	-5	1.3	-1	3	-2	9	1.0
CC(=O)NC1(c2nnnn2CCOC(=O)Nc2ccc(Cl)cc2)CCCCC1	-1.0	1.5	2	0.6	9	4	-1	-8	0.6
COc1ccc(C(CC(=O)c2ccccc2)C2CCCCC2=O)cc1 (centres undefined)	0.1	0.0	1	-1.1	-36	9	1	25	-0.3
CCOc1ccccc1NC(=S)Nc1ccc(S(N)(=O)=O)cc1	2.1	0.6	-1	0.7	-27	8	1	-1	-0.2
CSc1ccc(NC(=O)N2CC=C(n3c(=O)[nH]c4ccccc43)CC2)cc1	2.9	1.8	10	-0.5	1	2	-1	-35	0.4
Cc1ccc(OCC(=O)Nc2ccc([N+](=O)[O-])cn2)cc1C	-0.1	-0.3	-25	0.8	·	3	-5	·	3.3
CCn1c(CNc2ccc(OC)cc2)nnc1SCC(=O)N1CCCc2ccccc21	-0.6	-0.1	-19	-1.6	-33	-1	4	15	1.3
O=C(NCC1CCCO1)C(=O)NCC(c1ccco1)N1CCN(c2ccccc2F)CC1 (centres undefined)	0.4	0.8	-9	-0.8	-9	5	0	3	-0.3
CN(C(=O)Nc1cccc(C(F)(F)F)c1)C1CCCCC1	1.5	1.2	-2	2.1	8	-6	1	-23	-2.0
CCn1c(C)[n+](CC)c2ccc(C(=O)N(C)c3ccccc3)cc21	0.2	0.6	-14	-0.8	23	4	4	-7&10	2.4
CCCC(=O)NC(=S)Nc1ccc(N2CCN(C(=O)c3cccs3)CC2)cc1	1.8	1.3	11	-1.3	26	5	0	-41	1.8
COC(=O)Cc1c(C)nc2nc(-c3ccccc3)[nH]n2c1=O	0.3	1.0	-12	0.7	-7	0	0	3	-3.3
CC1=C(C(N)=O)S(=O)(=O)c2ccccc21	3.0	0.6	-8	3.1*	-6	-3	-4	25	-0.8
CC(=O)NCCCc1c[nH]c2ccc(Cl)cc12	-0.2	1.3	-17	0.1	-27	4	1	-7	2.2
O=C(Nc1ccc(Cl)cc1C(=O)Nc1ccc(Br)cn1)c1ccco1	-0.1	0.6	-12	-1.1	-145	2	-3	19	2.3
Cc1cccc(CN2CCN(Cc3cccc(-n4cccn4)c3)CC2CCO)n1 (centres undefined)	0.8	1.1	-13	-0.1	-39	5	1	19	0.8
Cc1nc(NC(=O)CSc2nnc(Cn3nnc4ccccc43)n2C)sc1C	-0.2	1.1	5	1.1	11	1	-4	12	-2.2
CCOC(=O)N1CCN(C2=NC3(CCCCC3)C(C#N)C(=O)N2)CC1 (centres undefined)	0.0	1.1	-5	0.2	-5	8	-3	-9	-0.7
COc1ccc(CN(Cc2nc3ccccc3c(=O)[nH]2)C(=O)C(C)(C)C)cc1	0.9	0.0	6	-0.7	-9	7	5	21	-0.8
O=[N+]([O-])c1cccc(N/N=C/c2cccc3ccccc23)c1	-0.1	0.3	3	-0.1	30	10	4	-8	-0.3
CCOC(=O)N=S(=O)(Oc1ccc([N+](=O)[O-])cc1)c1ccc(Cl)cc1 (centres undefined)	-1.5	-1.2	-6	0.5	16	-2	-7	60	0.8
COc1ccc(NC(=O)c2c(Cl)n(C)c3ccccc23)cc1	0.8	-0.4	-16	-0.2	-10	4	3	19	2.3
O=C(Cc1c(F)cccc1Cl)c1ccc(O)cc1O	-0.8	-0.3	-4	1.0	21	3	-5	39	0.1
COc1ccc2c(c1)C(NC(C)=O)C(=O)N2CCc1ccccc1 (centres undefined)	0.5	0.5	-25	-0.4	-29	9	0	5	3.0
Cc1cccc(NC(=O)c2ccc(CN3CCN(Cc4ccccc4)CC3)cc2)c1	6.9	4.6	7	-1.0	19	3	2	-66	-0.6
Cc1ccc2nc(N3CCOCC3)c3nncn3c2c1	-0.8	0.3	-13	-0.7	-12	-2	-6	20	1.5
Cc1nnc(SCC(=O)N/N=C/c2cc(Cl)c(O)c(Cl)c2)s1	1.8	1.1	-20	0.5	9	3	-4	5	-0.5
O=C(Nc1ccccc1)OCN1C(=O)c2ccccc2C1=O	0.8	1.4	1	0.6	8	6	2	-18	-0.8
Cc1ccccc1N(C(=O)Cn1nnc(-c2cccs2)n1)C(C(=O)NCCC(C)C)c1ccco1 (centres undefined)	-0.2	-1.8	-13	-0.8	29	1	-2	27	1.4
Cc1n[nH]c(C)c1S(=O)(=O)N1CCCC(C(=O)NC2CCCCC2)C1 (centres undefined)	0.5	0.1	8	1.9	-3	-3	-1	11	0.9
CCCCCCCc1c(C#N)c(N)[nH]c(=S)c1C#N	1.0	0.9	15	0.7	21	-1	2	-1	-1.8
CCCCOc1ccc(S(=O)(=O)Nc2cccnc2)cc1	6.1	2.9	-12	0.6	0	9	1	9	0.7
COc1ccc(C(C(=O)NC2CCCC2)N(C(=O)c2ccoc2C)c2cc(C)cc(C)c2)cc1 (centres undefined)	-2.9	-1.8	4	0.4	13	3	-4	51	0.3
O=C(/C=C/c1c(Cl)nc2ccccn12)N1CCN(c2ccc(F)cc2)CC1	0.8	0.5	-6	-0.2	-8	1	-1	-27	-0.6
CS(=O)(=O)NNC(=O)c1cc2cc3ccccc3nc2s1	-0.6	0.9	11	0.6	-13	0	-3	-6	-1.5
COc1ccc(C(=O)C2CCCN(C(=O)c3cccnc3SC)C2)c(C)c1 (centres undefined)	0.1	-0.2	5	0.4	13	-1	-3	-20	0.0
CCC1(C)Cc2nc3[nH]c(=S)n(-c4ccc(C)cc4)c(=O)c3cc2CO1 (centres undefined)	0.4	1.1	-8	0.1	1	0	0	-4	0.5
COc1ccccc1NC(=O)Cc1noc(CSc2nnc(C)s2)n1	1.3	0.8	-4	-0.7	-42	2	-4	5	1.8
CCOC(=O)c1c(NC(=O)C2=C(C)NC(=S)NC2c2ccc(F)cc2)sc(C)c1C (centres undefined)	0.3	0.7	-15	-0.7	-98	8	1	45	0.4
COc1ccc(CN2CCOC2=O)cc1OC	-0.1	1.4	12	2.5	-14	-2	-2	4	0.8

More entries.
SMILES	TRPN1 ag	TRPML3 ag	S1P4 antagonist	PERK inhibitor	m-calpain inh	BaF3 parental	Ba/F3 V617F tox	EP2 mod	S1P4 agonist
CC(=O)NC(=S)Nc1ccc(NC(=O)c2cccnc2Cl)cc1	1.2	1.2	6	0.5	13	3	1	-13	-1.9
CN(C)C(=O)c1ccc2c(c1[N+](=O)[O-])C(=O)c1ccccc1C2=O	0.3	0.2	0	0.6	13	9	2	-34	-0.3
CCc1c(C(=O)NN2C(=O)C3CCCCC3C2=O)csc1C (centres undefined)	0.6	0.5	-2	0.6	0	3	0	7	2.8
Cc1ccc(Cl)cc1NC(=S)N(Cc1ccccc1)Cc1cccnc1	-2.5	-0.9	-10	-0.4	33	1	-2	16	-2.2
O=C(N/N=C/c1c(Nc2cccc(C(F)(F)F)c2)nc2ccccn2c1=O)c1ccccc1[N+](=O)[O-]	0.1	0.6	-10	0.8	-83	7	-3	-11	3.0
N#Cc1ccccc1CSc1nc2ccsc2c(=O)n1Cc1ccccn1	-1.3	-0.3	-8	-1.4	25	4	6	9	0.7

Three entries already listed, ordered by SMILES length, highest first:
SMILES	TRPN1 ag	TRPML3 ag	S1P4 antagonist	PERK inhibitor	m-calpain inh	BaF3 parental	Ba/F3 V617F tox	EP2 mod	S1P4 agonist
O=C(N/N=C/c1c(Nc2cccc(C(F)(F)F)c2)nc2ccccn2c1=O)c1ccccc1[N+](=O)[O-]	0.1	0.6	-10	0.8	-83	7	-3	-11	3.0
CN(C)C(=O)c1ccc2c(c1[N+](=O)[O-])C(=O)c1ccccc1C2=O	0.3	0.2	0	0.6	13	9	2	-34	-0.3
CC(=O)NC(=S)Nc1ccc(NC(=O)c2cccnc2Cl)cc1	1.2	1.2	6	0.5	13	3	1	-13	-1.9
